# GALK inhibitor – qHTS Assay for Inhibitors of Human Galactokinase (GALK); 0.007% of 270,000 active; Potency, µM (doses to about 57.5 µM), for inactives: at the highest dose activity change, negative = inhibition, hits mostly inhibitors; Purified GALK, Kinase-Glo residual ATP luminescence; P51570; AID 1868, 2009; further: potency means the concentration at half of the fitted maximal effect; on the % scale 0 is the no-effect control and ±100 the full control effect
#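 5 nM enzyme, 35 uM ATP, 100 uM galactose, 20 mM HEPES pH8.0, 5 mM MgCl2; 1 h RT; residual ATP by Kinase-Glo Plus luminescence, qHTS format.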
# S-ASM inh – Inhibitors of Secretory Acid Sphingomyelinase (S-ASM): qHTS. placental ASM, HMU-PC fluorogenic substrate, 60 min. Potency, µM (series often up to 57.5 µM), for inactives: at the top dose activity change, negative = inhibition, usual class: inhibitors. 0.006% of 340,000 active. AID 504937, 2011; further: potency means the concentration at half of the fitted maximal effect
#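 Steps: dispense placental human ASM, pin compound, wait 10 min at room temperature, add HMU-PC0 substrate at 9 uM final, incubate 60 min at 37 °C, add stop solution raising pH to 10, read fluorescence.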
# B2AR arrestin – qHTS assay of beta-arrestin-biased ligands of beta2-adrenergic receptor. beta-arrestin recruitment to beta2AR, cell-based reporter. 0.02% of 330,000 active. Potency, µM (doses to about 46.1 µM), for inactives: at the top dose activation, hits mostly activators. Beta-2 adrenergic receptor (Homo sapiens), P07550;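 further: potency means the concentration at half of the fitted maximal effect; 0% = DMSO controls and full agonism = EC100 isoproterenol or metaproterenol; nearly all actives have a fitted effect of over 65% in size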
# Target sequence (P07550 whole entry, looked up): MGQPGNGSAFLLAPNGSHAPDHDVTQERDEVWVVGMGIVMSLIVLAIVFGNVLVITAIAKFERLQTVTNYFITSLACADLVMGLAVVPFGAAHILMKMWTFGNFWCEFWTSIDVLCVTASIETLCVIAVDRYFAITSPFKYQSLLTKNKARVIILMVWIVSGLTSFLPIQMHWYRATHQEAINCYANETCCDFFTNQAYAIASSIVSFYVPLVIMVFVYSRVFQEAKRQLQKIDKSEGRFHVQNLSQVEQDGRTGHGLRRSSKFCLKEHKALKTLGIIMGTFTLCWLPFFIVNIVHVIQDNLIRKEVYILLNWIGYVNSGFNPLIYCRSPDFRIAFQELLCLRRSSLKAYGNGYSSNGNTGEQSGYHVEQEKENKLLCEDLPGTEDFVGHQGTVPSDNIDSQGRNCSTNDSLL
# Tb PFK block – qHTS Assay to Find Inhibitors of T. brucei phosphofructokinase | ATP-dependent 6-phosphofructokinase (Trypanosoma brucei brucei), O15648 | T. brucei PFK, ADP-Glo luminescence | Potency, µM (titrated, usually from 57.5 µM), without a hit: at the top dose activity, negative = inhibition, most hits filed as inhibitors | 0.17% of 330,000 active | AID 485367, 2010;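 further: potency means the concentration at half of the fitted maximal effect; 0% = uninhibited 1x PFK enzyme wells and -100% = no-enzyme wells; nearly all actives have a fitted effect of over 60% in size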
#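 In TEA buffer at pH 8.0 with 5 mM MgCl2, enzyme (1.25 nM) converted F6P (0.5 mM) and ATP (0.1 mM) for 45 min at room temperature. ADP product was read by luciferase luminescence.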
# TSG101-PTAP inh – qHTS Assay for Iinhibitors of HIV-1 Budding by Blocking the Interaction of PTAP/TSG101; Tumor susceptibility gene 101 protein (Homo sapiens), Q99816; Fluorescence polarization, FITC-PTAP peptide / Tsg101 binding; Potency, µM (doses to about 115 µM), inactives show at the top dose activity change, negative = inhibition, actives largely listed as inhibitors; 340,000 tested, under 10 active; AID 493005, 2010; active means well fitted inhibition curve with a large enough effect in the main read-out, with a control signal flat, not every such curve was filed as active; inconclusive means small, poorly fitted or top-dose-only effect, or effect the other way, or a change in a side signal; inactive means no such curve, though single readings can be large or run the other way; further: potency means the concentration at half of the fitted maximal effect; % of control where 0% means no effect
#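 Tsg101 binding domain (10 uM final) was mixed with compound and a FITC-labeled PTAP peptide (50 nM final) in HEPES pH 7.5 buffer with NaCl, Tween 20, EDTA and TCEP; fluorescence polarization was read after 20 min at r.t.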
# a7 integrin act – qHTS for Activators of Integrin-Mediated Alleviation for Muscular Dystrophy; Potency, µM (highest dose often 38.3 µM), for inactives: at the highest dose activation, usual class: activators; alpha7betagal myoblasts, beta-gal FDG fluorescence, 48 h; 0.064% of 350,000 active;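 further: potency means the concentration at half of the fitted maximal effect; 100% = response of the positive control SU9516; nearly all actives have a fitted effect of over 60% in size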
#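 alpha7betagal+/- myoblasts (passage 13, 250/well) treated 48 h at 37C with compounds at 1:260 dilution of DMSO stock. Lysed, then beta-galactosidase activity read as FDG fluorescence (ex 480/em 540) after 30 min, with pre-read for autofluorescence.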
# BCR signal inh – qHTS Assay to Find Inhibitors of Chronic Active B-Cell Receptor Signaling | ABC-DLBCL IkBa-CBG/CBR reporter, luminescence ratio, 4 h | Potency, µM (top dose mostly 46.1 µM), without a hit: at the highest dose ratio change, negative = lower green/red ratio, hits mostly inhibitors | 0.05% of 340,000 active | AID 493014, 2011; active means well fitted inhibition curve with a large enough effect in the signal ratio, with a control signal flat, not every such curve was filed as active; inconclusive means small, poorly fitted or top-dose-only effect, or effect the other way, or a change in a side signal; the % refers to the signal ratio;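 further: potency means the concentration at half of the fitted maximal effect; plate controls were basal doxycycline-induced cells for no effect and cells given 10 µM MG132 for full effect; MG132 reads +100%, hits lower the ratio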
#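 TMD8 ABC-DLBCL cells carrying doxycycline-inducible green luciferase fused to IkappaBalpha plus unfused red luciferase were exposed to compounds (up to 46 uM) for 4 hrs at 37C. Activity came from the overlap-corrected green/red luminescence ratio.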
# PKM2 act – qHTS Assay for Activators of Human Muscle isoform 2 Pyruvate Kinase. Pyruvate kinase PKM (Homo sapiens), P14618. Potency, µM (highest dose often 57.5 µM), inactives show at the highest dose activation, usual class: activators. purified PKM2, Kinase-Glo ATP luminescence, activation; response scale: 0% is enzyme alone, no compound. 0.34% of 260,000 active; further: potency means the concentration at half of the fitted maximal effect; on the % scale 0 is the no-effect control and ±100 the full control effect; nearly all actives have a fitted effect of over 55% in size
# Target sequence (P14618 whole entry, looked up, canonical isoform): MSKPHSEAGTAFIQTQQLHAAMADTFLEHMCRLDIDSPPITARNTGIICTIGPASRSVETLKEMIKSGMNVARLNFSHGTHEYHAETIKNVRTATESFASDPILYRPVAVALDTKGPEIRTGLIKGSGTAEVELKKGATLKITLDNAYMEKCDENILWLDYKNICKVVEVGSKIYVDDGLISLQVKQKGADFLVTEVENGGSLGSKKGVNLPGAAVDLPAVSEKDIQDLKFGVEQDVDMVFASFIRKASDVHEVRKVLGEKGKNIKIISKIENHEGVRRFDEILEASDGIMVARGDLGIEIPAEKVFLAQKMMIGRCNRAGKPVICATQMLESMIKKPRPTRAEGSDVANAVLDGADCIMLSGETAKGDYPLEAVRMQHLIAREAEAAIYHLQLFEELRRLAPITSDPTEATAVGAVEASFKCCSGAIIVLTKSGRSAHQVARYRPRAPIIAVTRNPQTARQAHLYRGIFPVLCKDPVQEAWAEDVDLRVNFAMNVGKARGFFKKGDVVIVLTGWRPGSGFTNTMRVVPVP
#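 ATP formation by purified human PK-M2, quantified via coupled luciferase luminescence after 1 h at room temperature with 0.1 mM ADP and 0.5 mM PEP final.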
# Menin-MLL TR inh – qHTS Assay for Inhibitors Targeting the Menin-MLL Interaction in MLL Related Leukemias: Competition With Texas Red Labeled MLL-derived Mutant Peptide. O00255. Menin + Texas Red MLL mutant peptide, fluorescence polarization. Potency, µM (titrated, usually from 61.6 µM), for inactives: top-dose FP activity change, negative = inhibition, actives largely listed as inhibitors. 0.23% of 270,000 active. AID 1768, 2009; active means well fitted inhibition curve with a large enough effect in the polarisation, with a control signal flat, not every such curve was filed as active; inconclusive means small, poorly fitted or top-dose-only effect, or effect the other way, or a change in a side signal; inactive means no such curve, though single readings can be large or run the other way; the % refers to the polarisation; further: potency means the concentration at half of the fitted maximal effect; % of control where 0% means no effect; many of its hits are not listed in these tables
# Giardia killer – Small Molecules that selectively kill Giardia lamblia: qHTS; activity change, % at 7.66 µM, hits read low; 0.15% of 340,000 active; Giardia lamblia trophozoite viability; in the data active means activity change below about -80%; inconclusive means between about -30% and that limit;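 further: parasites exposed to compound for two days anaerobically before the ATP read; on the % scale 0 is the no-effect control and ±100 the full control effect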
#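 Anaerobic 48 hrs incubation at 37 deg C of 100 trophozoites/well with test compounds; ATPLite 1-Step luminescence, 15-30 min RT, reports cellular ATP as viability.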
# Coupling enz – qHTS Assay for Inhibitors of Fructose-1,6-bisphosphate Aldolase from Giardia Lamblia: Coupling assay counterscreen; AID 2472, 2010; 0.67% of 290,000 active; activity change, negative = inhibition, % at 58.2 µM, hits read low; coupling enzyme system counterscreen, AmpLite Red fluorescence; in the data active means activity change below about -30%; further: on the % scale 0 is the no-effect control and ±100 the full control effect
#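 First, compound is pin-transferred into glyceraldehyde-3-phosphate coupling-enzyme reagent at 57.5 uM final and held 10 min at RT. Next, substrate, coupling system and AmpLite Red are added. After 20 min RT, fluorescence (525/598 nm) is read.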
# * = called active by the depositor; i = inactive; ? = inconclusive; · = not tested or not shown; [ ] = another dose, or the depositor's remark. Unless noted, the call rests on the fitted dose curve; in most records, active means well fitted curve in the direction sought with a large enough effect; inconclusive means small, poorly fitted or top-dose-only effect, or another doubt; inactive means no such curve, though single readings can be large; an effect the other way counts as inactive or inconclusive.
SMILES,GALK inhibitor,S-ASM inh,B2AR arrestin,Tb PFK block,TSG101-PTAP inh,a7 integrin act,BCR signal inh,PKM2 act,Menin-MLL TR inh,Giardia killer,Coupling enz
CCC(=O)c1ccc(OCC(O)Cn2c(C)nc3ccccc32)cc1 (stereo not drawn),1%,0%,0.5%,-1%,-3%,-49%[inhibitor],4%,0%,13%,21,5
COc1ccc(C2CC(=O)n3nc(C45CC6CC(CC(C6)C4)C5)nc3S2)cc1OC (stereo not drawn),0%,1%,-0.4%,-6%,-4%,-7%,4%,-5%,7%,-24,0
O=C(O)/C=C\C(=O)NC1CCCCC1,1%,0%,0.1%,0%,-6%,16%,?,-2%,1%,9,3
Cc1nc2c3ccccc3nc(SCC(=O)c3ccc(Cl)cc3)n2n1,1%,-10%,-0.5%,-1%,1%,-7%,6%,7%,5%,2,-2
CN1C(=O)/C(=C\c2ccc(-c3ccccc3)o2)SC1=S,2%,-2%,-0.3%,-16%,3%,8%,-4%,7%,25%,-15,0
CCOC(=O)c1sc(NC(=O)CNCc2cccnc2)c(C(=O)OCC)c1C,3%,-13%,0.0%,-4%,-3%,?,-5%,-2%,0%,-17,2
COc1cc(/C=C(/C#N)c2nc3ccccc3[nH]2)ccc1OCC(=O)Nc1ccccc1C(C)C,-1%,243%[activator],0.0%,-2%,-6%,19%,4%,3%,20%,7,1
CCc1ccc(NS(=O)(=O)c2ccc3[nH]cc(C(=O)NCC4CCCO4)c(=O)c3c2)cc1 (stereo not drawn),0%,-21%,-0.4%,-3%,-4%,14%,?,2%,?,3,-3
COC(=O)C1=C(C)NC(=O)/C1=C\c1cc(C)n(-c2ccccc2)c1C,-1%,-12%,0.3%,2%,-2%,-22%,2%,14%,-19%,-9,-23
CC1CCN(CC2C(=O)O[C@@H]3C[C@@]4(C)CCC[C@H](C)C4=C[C@H]23)CC(C)(C)C1 (stereo partly drawn),-1%,-5%,-0.1%,1%,-6%,-51%[inhibitor],?,·,?,-3,0
Cc1ccc(N2C(=O)CC(Nc3ccc(Cl)c(S(=O)(=O)N(C)C)c3)C2=O)c(C)c1 (stereo not drawn),0%,0%,-0.2%,-2%,0%,-13%,-5%,-9%,4%,6,0
CCC(C)NC(=O)CCc1nnc2ccc(N3CCC(C)CC3)nn12 (stereo not drawn),·,-1%,0.0%,-2%,-6%,-15%,0%,·,-10%,1,-1
S=c1[nH]nc(-c2cc(-c3ccccn3)nc3ccccc23)o1,-7%,11%,-0.3%,0%,-6%,-24%,1%,2%,·,7,6
COc1ccc(C(C(=O)NCCC(C)C)N(CCO)C(=O)c2snc(C(N)=O)c2N)cc1OC (stereo not drawn),7%,46%[activator],0.5%,1%,-3%,14%,?,0%,1%,-14,-5
CCOCCCNC(=O)c1c(C)c(C(=O)OCC)n(C)c1C,0%,3%,-1.9%,-2%,-5%,17%[7.66 µM],?,-5%,2%,5,1
C[C@@H]1CN([C@H](C)CO)C(=O)Cc2cc(NS(=O)(=O)c3ccc(Cl)cc3)ccc2O[C@H]1CN(C)Cc1ccc(C(F)(F)F)cc1,·,-15%,-0.1%,7%,-12%,-39%,?,·,·,-7,·
O=C1/C(=C/c2cccnc2)SC(=S)N1CCc1ccccc1,1%,-19%,-0.4%,-6%,0%,-51%[inhibitor],14%,-6%,·,-7,1
COCCn1c(N)c(N(Cc2ccccc2)C(=O)c2ccc(C#N)cc2)c(=O)[nH]c1=O,-1%,3%,0.0%,-1%,-8%,12%,-9%,0%,-10%,-10,2
Cc1ccccc1Oc1ncnc2oc(-c3ccccc3)cc12,-2%,-3%,0.2%,7%[0.46 µM],-2%,26%,-4%,-6%,20%,-13,0
C/C=C\C=C/C(=O)Nc1cccc(C2=NOC3(C2)C[C@@H](C(N)=O)N(C(=O)[C@H]2CCC(=O)N2)C3)c1 (stereo partly drawn),-3%,4%,-0.3%,-2%,·,0%,-17%,14%,·,-17,2
O=P(Cc1nnco1)(c1ccccc1)c1ccccc1,9%,0%,-0.6%,5%,-2%,-30%,-2%,-4%,-10%,9,1
COc1ccc(C2Nc3ccccc3C(=O)N2NS(=O)(=O)c2ccccc2)cc1 (stereo not drawn),0%,362%[activator],-0.1%,-5%,-5%,12%,9%,0%,6%,0,3
Cc1c(NN=C(C#N)C#N)c(=O)n(-c2ccccc2)n1C,4%,-3%,-0.3%,?,-1%,32%,?,24%,3%,-19,-8
CC(=O)C(C)Oc1ncn(-c2ccccc2)n1 (stereo not drawn),-3%,-1%,·,·,-10%,-6%,·,9%,2%,-2,-1
C/C(=N\NC(=O)c1cc([N+](=O)[O-])cc([N+](=O)[O-])c1)c1ccco1,4%,-4%,-0.4%,-26%,-1%,?,-3%,10%,?,-22,-7
O=C(c1ccoc1)N1CCC2(CC1)Oc1ccc(Cl)cc1C(=O)C21CC(c2cccnc2)=NO1 (stereo not drawn),2%,2%,-0.4%,-1%,-1%,3%,?,0%,·,9,2
C[C@H](NC(=O)C1CCN(S(=O)(=O)c2ccccc2)CC1)C(=O)NCc1ccccn1,-5%,3%,-0.1%,-5%,0%,0%,3%,·,·,-14,·
C=CCn1c(SCc2ccccc2Cl)nnc1-c1sc2nc(C)cc(C)c2c1N,0%,398%[activator],-0.4%,2%,-1%,0%,-25%,2%,·,-8,-5
c1coc(Cn2c(-c3ccco3)nc3ccccc32)c1,0%,-2%,-0.1%,-1%,-2%,2%,-2%,3%,-2%,-12,0
CN(C)/C=C1/C=C(C=O)OC1=O,1%,10%,-0.4%,2%,2%,0%,2%,4%,·,-18,1
C=C(C)CNC(=S)N/N=C/c1ccco1,-3%,2%,?,-1%,0%,-17%,?,-1%,·,-12,-8
Nc1c(SCCC(=O)O)ccc2c1C(=O)c1ccccc1C2=O,1%,2%,2.3%,21%,-5%,-13%,?,·,?,?,7
COc1ccc(C(=O)CSc2nnnn2Cc2ccccc2)cc1,1%,0%,0.3%,17%,-10%,-10%,-15%,-3%,3%,-9,0
OCCCNc1cc(-c2ccccc2)nc2cc(-c3ccc(F)cc3)nn12,-9%,109%[activator],0.3%,0%,1%,17%,?,-1%,?,9,-1
Cc1c(CNC(=O)C2CC2)c(-n2cccc2)n(Cc2ccccc2)c1C,6%,4%,-0.2%,-4%,1%,2%,-3%,-15%,-12%,12,-10
O=C1CC(N(C(=O)c2ccco2)c2ccc(F)cc2)C(=O)N1c1ccc(F)cc1 (stereo not drawn),0%,-3%,-0.1%,4%,-6%,?,5%,-2%,6%,-2,6
COc1ccc(C2C(C#N)=C(N)N(N(C)C)C3=C2C(=O)CC(C)(C)C3)cc1 (stereo not drawn),-2%,0%,-0.5%,0%,-7%,1%,4%,·,-13%,2,4
Cc1ccc(/C=N/NC(=O)C[n+]2ccccc2)o1,0%,-2%,0.0%,2%,-3%,-14%,3%,-1%,3%,21,0
Cc1c(C(=O)N2CCN(c3ncccn3)CC2)oc2ccc(F)cc12,·,2%,-0.4%,0%,-2%,0%,-2%,·,·,-6,·
CCN(CC(=O)NC1CCS(=O)(=O)C1)C(=O)COc1ccccc1-c1ccccc1 (stereo not drawn),7%,2%,0.3%,-1%,-1%,2%,-3%,-4%,-6%,3,1
CN1CCN(C(=O)CN(c2cccc(Br)c2)S(=O)(=O)c2ccccc2)CC1,3%,1%,6.0%,0%,3%,3%,-16%,-5%,18%,30[activator],1
Cc1ccc(S(=O)(=O)N(c2ccc(Br)cc2)C2C=CS(=O)(=O)C2)cc1 (stereo not drawn),-3%,-1%,-0.1%,6%,0%,4%,0%,5%,-16%,13,5
N#Cc1c(NCCN)nc(-c2ccco2)c2c1CCCC2,-2%,i,-0.1%,-3%,1%,-56%[inhibitor],?,-1%,-6%,-15,0
COc1ccc(C(=O)NNC(=O)c2cccc(S(=O)(=O)N3CCOCC3)c2)cc1,·,0%,-0.6%,0%,-7%,1%,0%,·,·,20,·

# Screens (PubChem BioAssay)

# A portion of the library; rates above refer to the full screens.
